Measles CPE: protection of cells from measles virus; Measles virus-infected cells, CPE protection, absorbance; 1.5% of 140,000 active; AID 841; protection (pct of control), % at 4 µM; in the data active = protection mostly above about 24%, no sharp cut-off; inactive = mostly below about 26%; also: some compounds called inactive have numbers as strong as hits
Yeast life ext: yeast lifespan extension; S. cerevisiae growth with nicotinamide, OD615; deaD strain in restrictive glucose medium; inhibition of the nicotinamide effect, % at 10 µM; 0.68% of 130,000 active; AID 775;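 active = inhibition above a set limit, placed 3 SD over the median of all compounds, cut at about 26% in these data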;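 also: 0% = nicotinamide-treated wells and 100% = cells grown without nicotinamide; some compounds called inactive have numbers as strong as hits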
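Assay system: DeaD-strain S. cerevisiae. Medium: CSMM-D glucose medium, restrictive. Reagent: nicotinamide, 1.5 mM, co-present with compound. Compound: 10 µM single point, 0.25% DMSO. Schedule: culture preincubation 4 h, compound exposure 48 h, both 30 °C. Detection: absorbance at 615 nm.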
BB579 growth dn: reduces growth of yeast BB579 in restrictive medium | S. cerevisiae BB579 growth, OD615, 48 h | inhibition, % at 10 µM | 0.51% of 140,000 active;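 active = inhibition above a set limit, 3 SD over the mean compound inhibition, cut at about 44% in these data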; also: inactives centre near -24
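test system = yeast BB579 (DeaD) | buffer or medium = restrictive CSMM-D medium | doses = single compound dose of 10 µM, 0.25% DMSO final | times = 4 h preincubation and 48 h exposure at 30 °C | technique = culture absorbance at 615 nm | benchmarks = amphotericin B 10 µg/mL, positive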
HCT116 bCat-KO: beta-catenin-lacking colon tumor cell growth suppression | HCT116 beta-catenin knockout viability, CellTiter-Glo, 60 h; active compounds read low | viability, % at 10 µM | 1.5% of 140,000 active | AID 818;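 active = viability at or under a set limit, the compound median less 4 SD, cut at about 6% in these data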;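 also: 0% = Hyamine 1622 control at 20 µM and 100% = untreated cell control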
GALR2 antag: blocks the human galanin receptor 2; O43603; GALR2-expressing cells, antagonist mode; inhibition, % at 4 µM; 0.39% of 140,000 active; AID 828; in the data active = inhibition above about 27%;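 also: cells stimulated with galanin 1-16 at roughly its EC80; 0% = agonist challenge control and 100% = basal control without agonist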
Target sequence (O43603 whole entry, looked up): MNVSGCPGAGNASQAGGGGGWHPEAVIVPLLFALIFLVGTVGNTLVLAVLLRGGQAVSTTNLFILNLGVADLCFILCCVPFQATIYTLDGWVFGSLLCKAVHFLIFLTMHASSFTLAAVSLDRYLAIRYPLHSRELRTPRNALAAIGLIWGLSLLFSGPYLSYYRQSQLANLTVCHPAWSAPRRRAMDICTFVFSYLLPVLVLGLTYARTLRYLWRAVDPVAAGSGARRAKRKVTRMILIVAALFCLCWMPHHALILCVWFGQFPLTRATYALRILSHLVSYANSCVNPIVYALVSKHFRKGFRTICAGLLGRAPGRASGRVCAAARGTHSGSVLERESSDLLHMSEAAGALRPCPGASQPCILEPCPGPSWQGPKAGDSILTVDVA
Phagocyt inh: blocks phagocytosis by macrophages; J774A.1 macrophage IgG-bead phagocytosis, imaging; inhibition, % at 5 µM; 0.07% of 110,000 active; AID 1029;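 active = inhibition above the mean of the plate negative controls plus 5 SD, cut at about 13% in these data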;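 also: phagocytic index as fraction of beads internalized from green versus red external bead signal; plate controls were DMSO negative control for no effect and cytochalasin-D positive control for full effect; some results beyond the cut were filed as inactive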
NPY-Y2 antag: antagonists of human neuropeptide Y receptor Y2; 0.99% of 140,000 active; NPY-Y2 expressing cells, antagonist mode; AID 793; inhibition, % at 2.7 µM; P49146; in the data active = inhibition above about 17%;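 also: 0% = vehicle with agonist challenge and 100% = reference antagonist with challenge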
Target sequence (P49146 whole entry, looked up): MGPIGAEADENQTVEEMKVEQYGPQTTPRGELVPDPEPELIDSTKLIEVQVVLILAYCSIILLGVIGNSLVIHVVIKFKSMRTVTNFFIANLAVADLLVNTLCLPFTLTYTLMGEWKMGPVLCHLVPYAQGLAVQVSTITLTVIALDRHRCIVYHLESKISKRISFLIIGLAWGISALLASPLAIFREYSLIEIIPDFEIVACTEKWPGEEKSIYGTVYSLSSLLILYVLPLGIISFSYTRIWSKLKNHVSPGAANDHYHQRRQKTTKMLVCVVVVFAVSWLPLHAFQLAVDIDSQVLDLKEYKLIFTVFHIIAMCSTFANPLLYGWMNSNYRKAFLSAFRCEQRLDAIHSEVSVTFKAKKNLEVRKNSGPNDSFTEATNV
E-sel TNF inh: TNF alpha driven E-selectin expression inhibition. HUVEC TNFa-induced E-selectin immunofluorescence, high content. AID 1246. inhibition, % at 2 µM. 0.71% of 120,000 active;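 active = inhibition above the batch mean plus 3 SD, and confirmed as a hit on visual image review, cut at about 43% in these data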;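 also: 0% = TNF-stimulated DMSO wells and 100% = unstimulated control wells; not every result past the cut was called active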
MRP-1 activ: activators of MRP-1. H69AR cells + doxorubicin, viability rescue, CellTiter-Glo. viability increase, % at 10 µM. 0.61% of 140,000 active. AID 799;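 active = viability gain under doxorubicin at or above a set limit, the compound median plus 3 SD, cut at about 4.7% in these data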;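 also: MRP-1 overexpressing cells given doxorubicin 25 µM after compound pretreatment; 18-22 h compound pretreatment then 72 h with doxorubicin before readout; 0% = doxorubicin-only wells and 100% = vehicle-treated cells without doxorubicin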
HCT116 PTEN-null: growth suppressors of cells with PTEN tumor suppressor deletion; HCT116 PTEN-null viability, CellTiter-Glo, 60 h; active compounds read low; viability, % at 10 µM; 1.2% of 140,000 active;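 active = viability at or below a set limit, 4 SD under the median of all tested compounds, cut at about 3.7% in these data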;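 also: PTEN knockout HCT116 line with beta catenin targeted HCT116 as companion control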
An asterisk follows results filed as active.

Results for O=C(c1cccc(NS(=O)(=O)c2cccc(F)c2)c1)N1CCN(c2ccccc2)CC1 ?
Measles CPE: 4.6; Yeast life ext: 3.7; BB579 growth dn: -32.1; HCT116 bCat-KO: 102.0; GALR2 antag: 11.4; NPY-Y2 antag: 6.0; MRP-1 activ: -1.8; HCT116 PTEN-null: 99.7

Results for CCC1CCCCN1C(=S)Nc1ccc(C(C)=O)cc1 (centres undefined) ?
Measles CPE: 8.9; Yeast life ext: 1.6; BB579 growth dn: 13.6; HCT116 bCat-KO: 92.1; GALR2 antag: 4.1; Phagocyt inh: -9.4; NPY-Y2 antag: 7.2; MRP-1 activ: 1.4; HCT116 PTEN-null: 95.0

How did Cc1ccc(Nc2nc(N)nc(CN3CCN(Cc4ccc5c(c4)OCO5)CC3)n2)c(C)c1 do in these assays?
Measles CPE: 9.7; Yeast life ext: -18.0; BB579 growth dn: -28.2; HCT116 bCat-KO: 76.2; GALR2 antag: 4.1; Phagocyt inh: 0.4; NPY-Y2 antag: 4.3; E-sel TNF inh: 6.8; MRP-1 activ: -4.9; HCT116 PTEN-null: 70.3

How did Cc1ccc(Nc2ccc(S(=O)(=O)N3CCOCC3)cc2[N+](=O)[O-])cc1C do in these assays?
Measles CPE: 2.9; Yeast life ext: 11.5; BB579 growth dn: -33.1; HCT116 bCat-KO: 69.0; GALR2 antag: 11.5; NPY-Y2 antag: 1.8; E-sel TNF inh: -30.1; MRP-1 activ: -3.2; HCT116 PTEN-null: 71.0

Results for CCOc1ccc(S(=O)(=O)N2CCN(c3ccccc3F)CC2)c2cccnc12 ?
Measles CPE: 3.4; Yeast life ext: 1.7; BB579 growth dn: -32.2; HCT116 bCat-KO: 92.4; GALR2 antag: 5.2; Phagocyt inh: -2.8; NPY-Y2 antag: 5.2; E-sel TNF inh: -8.9; MRP-1 activ: 0.7; HCT116 PTEN-null: 76.9

How did CCN(CC)S(=O)(=O)c1ccc(Cl)c(NC(=O)COc2ccc(OC)cc2[N+](=O)[O-])c1 do in these assays?
Measles CPE: 24.3; Yeast life ext: 2.6; BB579 growth dn: -22.5; HCT116 bCat-KO: 81.8; GALR2 antag: -4.8; Phagocyt inh: -5.6; NPY-Y2 antag: -2.3; MRP-1 activ: -2.6; HCT116 PTEN-null: 87.4

How did N#Cc1c2c(c(NCc3cccnc3)n3c1nc1ccccc13)CCC2 do in these assays?
Measles CPE: 7.4; Yeast life ext: -2.4; BB579 growth dn: -27.0; HCT116 bCat-KO: 81.2; GALR2 antag: 5.8; Phagocyt inh: -0.5; NPY-Y2 antag: -2.0; E-sel TNF inh: 22.7; MRP-1 activ: -2.6; HCT116 PTEN-null: 94.0

How did COCCn1c(-c2ccccc2)nc2c(c(=O)c3ccccc3n2C)c1=O do in these assays?
Measles CPE: 6.6; Yeast life ext: -0.3; BB579 growth dn: -20.0; HCT116 bCat-KO: 72.2; GALR2 antag: -12.4; NPY-Y2 antag: 0.1; MRP-1 activ: -2.0; HCT116 PTEN-null: 93.0

What do the screens show for `Cc1cc(NC(=O)C2CC(=O)OC2c2ccccc2)no1` (centres undefined)?
Measles CPE: 3.1; Yeast life ext: -4.1; BB579 growth dn: -33.3; HCT116 bCat-KO: 100.8; GALR2 antag: -4.8; Phagocyt inh: -0.5; NPY-Y2 antag: 3.9; MRP-1 activ: 0.8; HCT116 PTEN-null: 100.3

What do the screens show for `COc1ccc(OC)c(/C=N/NC(=O)CCN2CCN(C(c3ccccc3)c3ccccc3)CC2)c1`?
Measles CPE: 2.2; Yeast life ext: 3.3; BB579 growth dn: -34.1; HCT116 bCat-KO: 71.6; GALR2 antag: -0.9; NPY-Y2 antag: 6.2; MRP-1 activ: -2.1; HCT116 PTEN-null: 59.4

Results for COc1ccc(-c2nc(C#N)c(N3CCN(c4ccccc4)CC3)o2)cc1 ?
Measles CPE: 11.2; Yeast life ext: -10.5; BB579 growth dn: -26.0; HCT116 bCat-KO: 104.8; GALR2 antag: 4.8; Phagocyt inh: 0.0; NPY-Y2 antag: -0.6; MRP-1 activ: 0.5; HCT116 PTEN-null: 92.7

Results for NNC(=O)CCS(=O)(=O)c1ccc2ccccc2c1 ?
Measles CPE: 28.6; BB579 growth dn: -19.9; HCT116 bCat-KO: 89.2; GALR2 antag: 1.3; NPY-Y2 antag: 8.7; E-sel TNF inh: 4.2; MRP-1 activ: -2.1; HCT116 PTEN-null: 96.9

What do the screens show for `Cc1cc(C)n(C(=O)CNc2cccc(Cl)c2C)n1`?
Measles CPE: 23.7; Yeast life ext: -21.5; BB579 growth dn: -0.5; HCT116 bCat-KO: 88.9; GALR2 antag: -5.1; Phagocyt inh: -1.8; NPY-Y2 antag: 6.2; E-sel TNF inh: 14.2; MRP-1 activ: -0.8; HCT116 PTEN-null: 90.3

What do the screens show for `Cc1ccc(OCC(=O)NC(=S)Nc2cccc(NC(=O)c3ccc(Cl)cc3Cl)c2)cc1`?
Measles CPE: 13.5; Yeast life ext: -0.7; BB579 growth dn: -27.5; HCT116 bCat-KO: 84.9; GALR2 antag: 2.0; Phagocyt inh: -5.3; NPY-Y2 antag: 4.4; E-sel TNF inh: -14.1; MRP-1 activ: -1.2; HCT116 PTEN-null: 93.5

How did CCOc1cc(CNCc2ccncc2)cc(Br)c1OCc1ccccc1F do in these assays?
Measles CPE: 9.3; Yeast life ext: -20.0; BB579 growth dn: 0.9; HCT116 bCat-KO: 16.5; GALR2 antag: 13.8; Phagocyt inh: 2.4; NPY-Y2 antag: 6.5; E-sel TNF inh: -18.5; MRP-1 activ: 0.8; HCT116 PTEN-null: 37.1

How did CCCNC(=O)OC[C@H]1O[C@H](CCO/N=C/[C@@H](OC)[C@H](C)/C=C/CC(=O)OC)C=C[C@@H]1Oc1ccc(OC)cc1 do in these assays?
Measles CPE: 2.6; Yeast life ext: 16.4; BB579 growth dn: -31.3; HCT116 bCat-KO: 81.7; GALR2 antag: -14.2; NPY-Y2 antag: 7.8; MRP-1 activ: -2.6; HCT116 PTEN-null: 80.7

How did O=C(Cc1c(C(=O)O)[nH]c2ccccc12)NCCN1CCN(c2ccccc2F)CC1 do in these assays?
Measles CPE: 8.6; Yeast life ext: -6.5; BB579 growth dn: 18.8; HCT116 bCat-KO: 96.9; GALR2 antag: 2.7; Phagocyt inh: 1.4; NPY-Y2 antag: 1.6; MRP-1 activ: -0.9; HCT116 PTEN-null: 90.4

Results for CCOc1ccc(NC(=O)C(=O)N/N=C\c2ccc(CNS(=O)(=O)c3ccccc3)o2)cc1 ?
Measles CPE: 5.9; Yeast life ext: 2.3; BB579 growth dn: -37.5; HCT116 bCat-KO: 76.4; GALR2 antag: 10.9; NPY-Y2 antag: -1.1; E-sel TNF inh: 6.6; MRP-1 activ: -5.1; HCT116 PTEN-null: 92.5

What do the screens show for `Cc1ccc(-c2nc(N)s[n+]2-c2ccccc2)cc1`?
Measles CPE: 15.8; Yeast life ext: -2.3; BB579 growth dn: 12.4; HCT116 bCat-KO: 89.7; GALR2 antag: 7.6; NPY-Y2 antag: 2.8; MRP-1 activ: -3.2; HCT116 PTEN-null: 88.6

Results for O=C(CSc1nnc(-c2cccnc2)s1)Nc1ccc(C(=O)O)cc1 ?
Measles CPE: 10.8; Yeast life ext: -1.5; BB579 growth dn: -40.0; HCT116 bCat-KO: 83.8; GALR2 antag: -1.1; Phagocyt inh: 1.2; NPY-Y2 antag: 4.1; E-sel TNF inh: 1.2; MRP-1 activ: 1.9; HCT116 PTEN-null: 91.7

How did CC(NC(=O)/C=C/c1ccco1)c1nc2ccccc2n1Cc1cccc(Cl)c1 (centres undefined) do in these assays?
Measles CPE: 5.4; Yeast life ext: -0.8; BB579 growth dn: -13.2; HCT116 bCat-KO: 98.7; GALR2 antag: -6.3; Phagocyt inh: -4.0; NPY-Y2 antag: 1.6; E-sel TNF inh: -26.6; MRP-1 activ: -4.0; HCT116 PTEN-null: 101.5

What do the screens show for `COc1ccc(-c2c(C)n([O-])c3c([n+]2=O)CCC3)cc1OC`?
Measles CPE: 4.7; Yeast life ext: 3.8; BB579 growth dn: -56.0; HCT116 bCat-KO: 92.5; GALR2 antag: -8.2; Phagocyt inh: 2.3; NPY-Y2 antag: 2.4; E-sel TNF inh: -4.5; MRP-1 activ: 0.2; HCT116 PTEN-null: 92.2

What do the screens show for `CC(C)[C@H](NC(=O)c1ccccc1F)C(=O)Nc1nc2c(s1)CCCC2`?
Measles CPE: 27.3; Yeast life ext: -0.1; BB579 growth dn: -13.4; HCT116 bCat-KO: 80.3; GALR2 antag: 17.1; Phagocyt inh: -9.7; NPY-Y2 antag: 2.1; MRP-1 activ: 0.5; HCT116 PTEN-null: 84.2

What do the screens show for `Cc1ccc(S(=O)(=O)N2CCOCC2)cc1C(=O)OCC(=O)N1c2ccccc2NC(=O)C1(C)C`?
Measles CPE: 15.4; Yeast life ext: -8.2; BB579 growth dn: -25.6; HCT116 bCat-KO: 95.1; GALR2 antag: -14.7; Phagocyt inh: -0.9; NPY-Y2 antag: 0.5; E-sel TNF inh: -13.6; MRP-1 activ: 0.1; HCT116 PTEN-null: 94.7

What do the screens show for `Cc1nc2c(cc1C(=O)N/N=C/c1ccc([N+](=O)[O-])cc1)c(=O)n(C)c(=O)n2C`?
Measles CPE: 14.8; Yeast life ext: 3.6; BB579 growth dn: -48.6; HCT116 bCat-KO: 98.7; GALR2 antag: -2.2; NPY-Y2 antag: -1.8; MRP-1 activ: 2.7; HCT116 PTEN-null: 90.0

What do the screens show for `CCOCCCNC(=O)c1[nH]c(C)c(C(C)=O)c1C`?
Measles CPE: 7.5; Yeast life ext: -4.3; BB579 growth dn: -28.6; HCT116 bCat-KO: 94.0; GALR2 antag: 1.9; NPY-Y2 antag: 1.4; MRP-1 activ: -0.5; HCT116 PTEN-null: 103.8

What do the screens show for `CC(C)C(c1nnnn1C1CCCC1)N1CCOCC1` (centres undefined)?
Measles CPE: 25.3; BB579 growth dn: -35.9; HCT116 bCat-KO: 91.9; GALR2 antag: 11.9; NPY-Y2 antag: 3.8; E-sel TNF inh: 12.8; MRP-1 activ: 0.1; HCT116 PTEN-null: 98.3

What do the screens show for `COc1cc(OC)c2c(N)c(C#N)c(C(F)(F)C(F)(F)F)nc2c1`?
Measles CPE: 4.9; Yeast life ext: -11.1; BB579 growth dn: -74.9; HCT116 bCat-KO: 85.6; GALR2 antag: 4.5; Phagocyt inh: 0.2; NPY-Y2 antag: 2.3; E-sel TNF inh: 1.2; MRP-1 activ: -0.8; HCT116 PTEN-null: 96.4

How did COc1ccc2oc(=N)c(-c3nnc4n3CCCCC4)cc2c1 do in these assays?
Measles CPE: 6.3; Yeast life ext: -15.8; BB579 growth dn: -44.7; HCT116 bCat-KO: 92.4; GALR2 antag: 7.6; Phagocyt inh: -1.3; NPY-Y2 antag: 2.2; E-sel TNF inh: -6.7; MRP-1 activ: -2.1; HCT116 PTEN-null: 95.2
